# Screens: PubChem, several laboratories
# T cell HTS = modulators of CD8 T cell-vesicle binding, primary screen, mouse 2C CD8+ T cells, flow cytometry; 2C CD8+ T cell-vesicle binding; active compounds read low; calls only at 7 µM; actives 0.068% (n = 330,000);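 active means response, share of CD8 T cells binding vesicles, and their 90th percentile fluorescence all below set limits, cut at about 80% in these data, passing the limit was not always enough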
#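 Benchmarks: naked versus QL9-loaded vesicles / Assay system: purified 2C TCR transgenic mouse naive CD8+ T cells / Technique: high-throughput flow cytometry with anti-B7-1 and anti-CD8 staining / Timing: Cell–vesicle co-incubation 1.5 h at 37 °C, staining 20 min on ice / Read-out: percent CD8+ FL2 mean versus row control / Probe or stimulus: QL9-loaded Drosophila micro-vesicles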
# GPR55 LPI antagonism = GPR55 antagonists blocking LPI-driven arrestin recruitment, primary screen, imaging, U2OS, beta-arrestin-GFP, LPI agonist (AID 2013); U2OS GPR55 beta-arrestin-GFP translocation imaging, LPI antagonism; higher % means a stronger effect; one-dose inhibition, % at 10 µM; IC50 in µM for titrated hits; actives 0.13% (n = 290,000);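 active means spots per cell inhibited over 60%, with over 100 cells counted and total cytoplasm intensity under 500,000; inconclusive means wells with under 100 cells, flagged as likely toxic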;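 further: U2OS cells stably carrying GPR55 and arrestin-GFP stimulated by 5 µM LPI near EC80; imaged beta-arrestin-GFP aggregate spots per cell after agonist stimulation; plate controls were LPI-stimulated DMSO wells for no effect and DMSO wells without LPI for full effect; some results filed as inactive read as strong as hits; confirmed hits need IC50 under 10 µM and bright autofluorescent wells are also inconclusive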
# HEK293 NOD2/NF-kB = NOD2 signaling inhibitors, cell-based, luminescence, uHTS, HEK293 (AID 1566). HEK293 NOD2/NF-kB luciferase reporter, luminescence; higher % means a stronger effect. one-dose inhibition, % at 4 µM; EC50 in µM for titrated hits. actives 0.63% (n = 290,000); further: many of its hits are not listed in these tables
# KOR beta-arrestin-1 = KOR agonists, beta-arrestin recruitment, primary screen, cell-based, luminescence, uHTS (AID 1777); activation, % at 10 µM, or EC50 in µM where a hit was titrated; actives 0.02% (n = 280,000); KOR beta-arrestin recruitment, luminescence; higher % means a stronger effect; Kappa-type opioid receptor (Homo sapiens); in the data active means activation above about 50%, passing the limit was not always enough; further: a part of the inactive calls stands beside numbers as strong as those of hits
# NOD1 inhibition = NOD1 signaling inhibitors, primary screen, cell-based, luminescence, uHTS (AID 1578); actives 1% (n = 290,000); one-dose inhibition, % at 4 µM; EC50 in µM for titrated hits; NOD1-driven NF-kB luciferase reporter cells, luminescence; higher % means a stronger effect; in the data active means inhibition mostly above about 36%, no sharp cut-off; inactive means mostly below about 34%;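 further: HEK-293T reporter cells stimulated with the NOD1 agonist gamma-tri-DAP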
# GPR55 beta-arrestin = GPR55 agonists via beta-arrestin recruitment, primary screen, imaging, U2OS cells, beta-arrestin-GFP redistribution (AID 1961); actives 0.048% (n = 290,000); U2OS GPR55 beta-arrestin-GFP redistribution imaging; higher % means a stronger effect; one-dose activation, % at 10 µM; EC50 in µM for titrated hits; G-protein coupled receptor 55 (Homo sapiens);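 active means activation above 40% with more than 50 cells counted in the well; inconclusive means wells holding fewer than 50 cells, flagged as toxic or sparse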;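 further: U2OS osteosarcoma cells stably expressing GPR55 and beta-arrestin-GFP; plate controls were DMSO negative control for no effect and LPI positive control for full effect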
# Myeloid diff MLP = induction of myeloid progenitor differentiation, primary screen, cell-based, flow cytometry, MLPCN library. calls only at 10 µM. ER-HoxA9 myeloid progenitors, lysozyme-GFP differentiation. actives 1% (n = 360,000);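 active means normalized GFP-positive differentiation at or above the plate's own cutoff, the solvent-only control mean plus 3 SD; inconclusive means no clear call, values can overlap the other calls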;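 further: cells exposed to compound for four days before flow analysis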
# NTR1 agonist = agonists of NTR1, primary screen, imaging, U2OS cells, beta-arrestin-GFP, high content (AID 493036); Neurotensin receptor type 1 (Homo sapiens), P30989; NTR1-U2OS beta-arrestin-GFP spot imaging, agonist mode; activation, % at 20 µM; actives 0.17% (n = 330,000);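 active means activation at or above 40% of the spot to cytoplasm intensity ratio, with at least 20 cells analyzed; inconclusive means wells under 20 cells, flagged as cytotoxic or low count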;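 further: 0% = DMSO without peptide and 100% = 100 nM NTR1 peptide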
# Target sequence (P30989 whole entry, looked up): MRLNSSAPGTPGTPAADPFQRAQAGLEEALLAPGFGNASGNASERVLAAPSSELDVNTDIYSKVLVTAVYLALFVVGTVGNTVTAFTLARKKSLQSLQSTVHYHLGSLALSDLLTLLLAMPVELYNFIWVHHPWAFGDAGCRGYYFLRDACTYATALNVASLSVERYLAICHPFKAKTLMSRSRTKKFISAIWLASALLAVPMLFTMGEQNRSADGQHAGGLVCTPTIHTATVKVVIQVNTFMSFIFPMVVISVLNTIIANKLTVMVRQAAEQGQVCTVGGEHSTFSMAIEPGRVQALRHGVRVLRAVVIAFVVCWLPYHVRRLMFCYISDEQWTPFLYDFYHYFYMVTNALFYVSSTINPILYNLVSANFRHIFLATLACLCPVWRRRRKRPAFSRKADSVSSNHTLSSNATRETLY
# KOR beta-arrestin-2 = KOR antagonists, beta-arrestin recruitment, cell-based, luminescence, uHTS (AID 1778) | KOR beta-arrestin recruitment, luminescence, antagonist mode; higher % means a stronger effect | inhibition, % at 10 µM; hits with a dose series show IC50 in µM | Kappa-type opioid receptor (Homo sapiens) | actives 0.091% (n = 290,000); further: strong numbers were not always called active
# T cell HTS vesicle-bound % = recorded beside T cell HTS, whose call it bears; double positive events, %; measured here: CD8+ vesicle-bound cell fraction;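 binding gate set so that unloaded-vesicle control wells show 10% double positive cells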
# NTR1 agonist cell count 20 µM = second read-out of NTR1 agonist, no call of its own (marks repeat the call); cell count; measured here: cell count, cytotoxicity flag
# Myeloid diff MLP GFP+ MAC1+ % = second read-out of Myeloid diff MLP, no call of its own (marks repeat the call); GFP+ MAC1+ double positive, %; measured here: differentiation confirmed by MAC1 staining
# Active calls of the source: *; i = inactive; ? = inconclusive; / = not tested or not shown; [ ] = dose if it differs, or a comment. Unless noted, no stated cut-off is given here; in the data, active means inhibition above about 50%; inactive means the rest.
Compound,T cell HTS,T cell HTS vesicle-bound %,GPR55 LPI antagonism,HEK293 NOD2/NF-kB,KOR beta-arrestin-1,NOD1 inhibition,GPR55 beta-arrestin,Myeloid diff MLP,Myeloid diff MLP GFP+ MAC1+ %,NTR1 agonist,NTR1 agonist cell count 20 µM,KOR beta-arrestin-2
COc1ccc(-c2nc(N)ncc2-c2ccccc2)c(O)c1,i,44.1,10.7%,23.6%,1.3%,5.6%,0.3%,i,0.7,2.3,98,19.6%
COc1ccc(CCN(Cc2cccs2)S(=O)(=O)c2ccc(C(=O)O)cc2)cc1OC,i,54.6,-13.0%,-20.6%,0.7%,-31.8%,0.1%,i,1.6,-1.6,56,-13.7%
Cc1nc2cc(-c3ccccc3)nn2c(C)c1CCC(=O)NC(C)c1ccc2c(c1)OCCO2 (configuration not stated),i,45.2,4.0%,4.6%,-1.4%,-2.0%,-0.2%,i,5.7,5.6,42,28.0%
CCOc1ccc(C(=O)Cc2ccc3oc(C(=O)O)cc3c2)c(O)c1,i,29.3,-2.2%,21.5%,-1.7%,-2.6%,0.6%,i,1.0,-3.7,98,-5.4%
CCNC(=S)NNC(=O)CCn1cc(C)cn1,i,28.3,6.4%,8.0%,-3.3%,-1.8%,0.5%,i,0.3,1.7,30,-5.1%
Cc1cc(=O)oc2cc(OCC3CC(c4ccccc4Cl)=NO3)ccc12 (configuration not stated),i,12.5,-6.3%,-26.9%,/,-41.4%,-0.1%,i,4.5,5.3,66,-154.4%
Cc1cccc[n+]1CC(=O)N1c2ccccc2Sc2ccccc21,i,51.2,5.5%,1.4%,-3.5%,-29.8%,0.1%,i,0.1,0.8,52,12.9%[20 µM]
COc1ccc(/C=N/NC(=O)C2C(C=C(Cl)Cl)C2(C)C)c(OC)c1 (configuration not stated),i,38.3,2.5%,26.4%,-2.3%,-24.6%,-0.1%,/,/,11.3,46,-30.8%[20 µM]
CC1CCN(S(=O)(=O)c2ccc(NC(=O)N3c4ccccc4Sc4ccccc43)cc2)CC1,i,21.5,7.8%,7.9%,-2.7%,-19.0%,-0.2%,i,4.2,-0.3,47,10.7%
COc1ccc(CCNC(=O)Cn2cccc2C(=O)c2ccccc2)c(OC)c1,i,14.8,3.9%,15.3%,-2.7%,-15.7%,0.1%,i,0.2,0.9,42,-19.3%
NC(=O)C1(c2ccccc2)CCC(=O)N1c1ccccc1 (configuration not stated),i,41.2,2.8%,22.7%,1.6%,-1.8%,0.9%,i,0.6,0.3,51,20.8%
CCN(CC)CCCNC(=O)c1ccc(C)c(NC(=O)C2=C(C)OCCS2)c1,i,60.5,-1.4%,7.5%,-5.5%,-10.5%,-0.1%,i,0.3,0.1,96,-6.7%
COc1c(Cl)cccc1-c1cn2ccccc2n1,i,52.0,-2.5%,-159.1%,0.1%,-4.5%,0.2%,i,0.4,1.7,44,6.6%
Cc1c(C)n(CCCN(C)C)c2ncnc(Nc3ccccc3)c12,i,51.3,-7.1%,3.8%,0.2%,-10.7%,-0.1%,i,0.4,1.2,58,-11.4%
CCc1cccc(C)c1NC(=O)CSc1nc(-c2ccccc2F)nc2nc[nH]c12,i,10.6,-3.0%,0.9%,9.9%,-3.4%,0.6%,i,0.8,0.0,61,-13.8%
Cc1ccc(S(=O)(=O)NCC(=O)NCc2ccncc2)cc1,i,34.3,2.8%,6.4%,-2.6%,-36.5%,-0.4%,i,0.2,-0.4,55,12.1%
S=c1[nH]nc(-c2cccs2)n1C1CCCCC1,i,31.9,-8.6%,-17.3%,-0.5%,3.1%,-0.1%,i,0.4,-0.7,44,-19.0%
CCC(C(=O)NC1CCCC1)N(Cc1ccco1)C(=O)Cn1nnc(-c2ccc(C)cc2)n1 (configuration not stated),/,/,4.2%,-4.0%,-2.1%,1.1%,-0.1%,i,7.1,2.0,73,-40.9%
O=C(Nc1ccc(F)cc1)C(NC1CCCCC1)c1ccccc1 (configuration not stated),i,36.4,9.2%,-4.9%,-0.6%,-11.6%,0.1%,i,0.6,1.6,56,-10.8%
CCOc1ccc(CCNC(=O)c2c(C)nn(-c3ccccc3)c2Cl)cc1OCC,i,24.7,6.8%,-1.0%,-3.7%,-7.6%,0.2%,i,2.1,0.6,58,-7.3%

# Brought forward from above: two entries, followed by the next part.
Compound,T cell HTS,T cell HTS vesicle-bound %,GPR55 LPI antagonism,HEK293 NOD2/NF-kB,KOR beta-arrestin-1,NOD1 inhibition,GPR55 beta-arrestin,Myeloid diff MLP,Myeloid diff MLP GFP+ MAC1+ %,NTR1 agonist,NTR1 agonist cell count 20 µM,KOR beta-arrestin-2
O=C(Nc1ccc(F)cc1)C(NC1CCCCC1)c1ccccc1 (configuration not stated),i,36.4,9.2%,-4.9%,-0.6%,-11.6%,0.1%,i,0.6,1.6,56,-10.8%
CCOc1ccc(CCNC(=O)c2c(C)nn(-c3ccccc3)c2Cl)cc1OCC,i,24.7,6.8%,-1.0%,-3.7%,-7.6%,0.2%,i,2.1,0.6,58,-7.3%
CN1C(=O)/C(=C/C=C2\SCCN2C)SC1=S,/,/,-0.9%,-106.0%,-1.0%,-25.6%,0.1%,/,/,/,/,9.4%
O=C(OCCN1CCN(c2ncc(C(F)(F)F)cc2Cl)CC1)c1ccc(F)cc1,i,45.1,10.6%,-1.4%,-2.4%,-22.8%,-0.1%,i,0.4,2.7,33,10.3%
Cc1ccc(C)c(-n2c(SCC(=O)N3CCC(C(=O)O)CC3)nnc2-c2cccc(Cl)c2)c1,i,53.0,-3.6%,-5.8%,-3.0%,-32.4%,0.5%,i,0.5,0.6,42,3.8%
COc1ccc(NC(=O)CCCCCn2nnc3ccccc3c2=O)cc1,i,47.6,8.7%,21.9%,10.8%,2.7%,1.6%,i,0.8,0.2,84,-4.1%
CC(=O)Nc1cccc(NC(=O)CSc2nnnn2Cc2ccccc2)c1,i,35.9,11.8%,4.8%,-0.4%,1.6%,-0.1%,i,0.7,-2.1,84,15.9%
O=C(Cn1cnc2ccccc2c1=O)NCC(=O)N1CCOCC1,i,65.2,10.5%,12.2%,-1.6%,-21.8%,0.2%,i,0.2,-0.6,69,3.6%
COc1ccccc1N1CCN(C(=O)c2sc3nc4n(c(=O)c3c2C)CCC4)CC1,i,45.0,-2.2%,-7.7%,5.0%,-40.1%,-0.2%,i,1.4,0.8,66,-32.8%
O=C(c1cc(-c2ccc(Br)cc2)on1)N1CCc2ccccc2C1,i,19.3,-5.3%,9.0%,4.9%,-11.3%,0.2%,i,0.3,1.5,57,-252.3%
COc1ccc(C2(CNC(=O)c3ccc(Br)o3)CCOCC2)cc1,i,19.9,6.5%,7.9%,-3.8%,-22.4%,-0.4%,i,0.6,2.5,43,17.3%
O=C(CNC(=O)c1ccc(Oc2ccccc2)cc1)OCc1ccc(Br)cc1,i,52.6,5.6%,14.2%,7.0%,-25.6%,-0.4%,i,0.3,0.0,74,43.7%
COc1ccccc1NC(=O)c1ccc(Br)c(S(=O)(=O)N2CCCC2)c1,i,30.4,-6.2%,30.7%,0.9%,-6.1%,0.0%,?,/,2.0,67,7.0%
O=C(N[C@@H](Cc1c[nH]c2ccccc12)C(=O)O)c1ccccc1Cl,i,30.6,-5.5%,-2.4%,-2.0%,-9.5%,0.2%,i,0.9,-0.7,46,-4.4%
CCC(C(=O)OCCN(CC)CC)c1ccccc1 (configuration not stated),i,21.7,4.2%,4.5%,-0.8%,-13.5%,0.2%,i,1.9,-1.0,66,13.6%
Cc1cc2ncn(C(=O)c3ccc4c(c3)OCO4)c2cc1C,i,36.9,-3.2%,3.5%,-0.9%,13.0%,-0.2%,i,1.1,1.1,60,9.3%
O=C(NCc1ccccc1)N(Cc1cc2cc3c(cc2[nH]c1=O)OCO3)CC1CCCO1 (configuration not stated),i,29.4,-4.6%,4.6%,-8.9%,15.3%,0.1%,i,0.9,0.0,35,16.1%
Cc1cc(OC(C)C(=O)NCC(O)c2ccccc2)c2c(C)c(C)c(=O)oc2c1 (configuration not stated),i,1.6,-5.2%,16.6%,-4.0%,-11.9%,-0.1%,i,3.7,0.1,53,10.9%
COCCNc1nnc(SCC(=O)c2ccc3c(c2)OCO3)s1,i,6.4,-11.2%,3.2%,8.5%,10.5%,-1.0%,i,0.7,-0.4,91,-33.5%
CC1CCN(C(=S)c2cccc(O)c2)CC1,i,30.2,4.1%,-14.2%,/,-37.0%,-0.1%,i,0.6,0.7,51,-25.9%[20 µM]
CC(C)C(C)NC(=O)COc1ccc(OCc2ccccc2)cc1 (configuration not stated),i,51.0,16.6%,3.3%,-2.4%,12.5%,0.2%,i,0.1,-0.1,57,-3.8%
Cc1cc(OCC(=O)Nc2sc3c(c2C#N)CC(C)(C)NC3(C)C)c(C(C)C)cc1Cl,i,10.8,4.4%,22.7%,0.0%,8.6%,0.4%,/,/,13.9,64,-29.3%
Cc1cccc(NC(=O)c2cnccn2)c1,i,56.0,3.0%,-1.8%,0.8%,-34.1%,0.1%,i,0.2,1.5,52,-21.4%[20 µM]
Nc1ccc(C(=O)N/N=C/c2sc(N3CCOCC3)nc2-c2ccccc2)cc1,i,55.0,3.2%,-10.7%,3.3%,-55.7%,-0.4%,i,0.1,0.2,70,31.0%
CCC(C(=O)OCC(=O)Nc1c(Cl)cccc1Cl)c1ccccc1 (configuration not stated),i,51.9,-0.2%,17.5%,-2.1%,-2.0%,-0.4%,i,0.5,-0.9,44,-0.7%
O=C(NCc1ccncc1)C(=O)C1C(=O)Nc2ccccc21 (configuration not stated),i,30.8,4.5%,10.5%,2.2%,-46.1%,-0.5%,i,0.7,2.2,47,-7.7%

# An excerpt, so the mix of outcomes need not match the whole.
